RMI FANCM FP = blocks RMI1/RMI2 complex binding to FANCM MM2 peptide; FP signal (polarization) at 33 µM; 70,000 tested, 0.58% active; Fluorescence polarization, RMI core complex with F-MM2 peptide; hits give low values; in the data active means FP signal below about 40; further: inactives centre near 61; strong numbers were not always called active; unit not given here
Starred values were filed as active, the others as inactive; & = joins results of further samples. The list is partial, so the mix of outcomes need not match the whole.

SMILES	RMI FANCM FP
COc1ccc2nc(-c3ccc(OC)c(NC(=O)c4ccccc4C(F)(F)F)c3)cn2n1	64
FC(F)(F)c1cnc(N2CCN(C(=S)NC3CC4C=CC3C4)CC2)c(Cl)c1 (stereo not drawn)	55
CN(C)/C=C/C(=O)c1ccc(-c2cccs2)s1	63
O=C(CSCC(=O)Nc1ccccc1)NNC(=S)Nc1ccccc1	56
O=C(NCCn1ncc2c(=O)n(Cc3ccc(F)cc3)cnc21)c1ccc(F)cc1	75
Cc1ccc(C(=O)CSc2nnnn2-c2ccccc2)cc1C	70
CCCc1ccc(S(=O)(=O)NCC2CCN(CCOC)CC2)cc1	74
COc1ccc2cc(C(C)C(=O)NCc3ccccc3)ccc2c1 (stereo not drawn)	51
O=S(=O)(c1ccc(F)c(Cl)c1)N1CCN(c2ccc3nnc(C4CC4)n3n2)CC1	63
CN(C)/N=C\c1ccc(/C=C/C(=O)c2ccc(F)cc2)cc1	71
CC(C)c1ccc(NC(=O)CSc2nccc(-c3csc(-c4ccccc4)n3)n2)cc1	55
COc1ccc(-n2ncc3c(NC4CCCCCCCCCCC4)ncnc32)cc1	57
Cn1c(=NC(=O)c2cccc(N3C(=O)CCC3=O)c2)sc2cc3c(cc21)OCCO3	77
Cc1ccsc1CNS(=O)(=O)c1ccccc1	58
Cc1cc(NC(=O)C(=O)NCCc2ccc(Cl)cc2)c2ccccc2n1	77
O=C(Nc1cccc(N2CCCCC2=O)c1)c1cccc(F)c1	54
CCC(=O)NCCN1CCn2cc(OCc3ccc(F)cc3)c(=O)cc2C1=O	61
Cc1ccc(NC(=O)c2oc3ccccc3c2NC(=O)Cc2ccc(F)cc2)cc1C	80
O=C(Cc1cc(=O)[nH]c(SCc2cccc(Cl)c2)n1)Nc1ccc2c(c1)OCO2	58
COc1ccc(NC(=O)Cn2ncn3nc(-c4ccc(Cl)cc4)cc3c2=O)c(OC)c1	97
O=c1nc2scc(CSc3ccccc3)n2c2sc3c(c12)CCCC3	63
N#C/C(=C\N1CCN(c2cccc(Cl)c2)CC1)C(=O)NCCc1ccccc1	86
CC(=O)c1cnc(N)nc1C	56
COc1cccc(CNC(=O)C(=O)NCc2cccs2)c1	57
CCCOc1ccc(S(=O)(=O)Nc2ccc3c(c2)N(C(=O)C(C)(C)C)CC3)cc1	80
OC(CN1CCCC1)c1ccccc1 (stereo not drawn)	60
O=C(NNC(=O)Nc1ccc(OC(F)(F)F)cc1)Nc1ccc(OC(F)(F)F)cc1	57
Cc1cc(C)c(NC(=O)CSc2nnc(CCC(=O)O)c(=O)[nH]2)c(C)c1	55
Cc1cc2nc(NC(=O)c3ccc(S(=O)(=O)N4CCCC(C)C4)cc3)sc2cc1C (stereo not drawn)	103
Cc1cc(OCC(=O)N2CCN(c3ccc4nnc(C5CC5)n4n3)CC2)cc(C)c1Cl	67
COc1ccc(CCNC(=O)CC2NCCNC2=O)cc1OC (stereo not drawn)	59
C=CCNC(=O)C(=O)Nc1cc(N2CCCS2(=O)=O)ccc1OC	63
CNc1nc(C)c([N+](=O)[O-])c(C)c1C#N	56
COc1ccc(CC(=O)Nc2ccc3nc(C)n(-c4ccc(F)cc4)c(=O)c3c2)cc1OC	60
C=CC(=O)N1CCN(C(=O)C=C)CC1	61
O=C(Nc1cccc(-c2ccc3nnc(-c4cccs4)n3n2)c1)c1ccccc1Cl	69
COc1ccc(-c2nc(SCC(=O)Nc3ccc(NC(C)=O)cc3)c3c(=O)n(C)c(=O)n(C)c3n2)cc1OC	70
COc1ccc(Cl)c2sc(NCc3ccco3)nc12	67
CC(C)c1nnc(C2CCN(C(=O)Cc3ccc(Cl)cc3)CC2)o1	68
COc1ccc(-c2cc(N)n(C3CCS(=O)(=O)C3)n2)cc1 (stereo not drawn)	67
CCOC(=O)c1ccc(NC(=O)CS(=O)(=O)c2cn(Cc3ccc(F)cc3)c3ccccc23)cc1	71
Cc1ccccc1C(=O)N/N=C(/N)c1cc2ccccc2oc1=N	63
Cc1cc(NC(=O)c2ccco2)n(-c2nc3c(cnn3-c3ccc(C)c(C)c3)c(=O)[nH]2)n1	66
Cc1cc(C)c(NC(=O)Cn2nc(C3CC3)c3cnn(-c4ccc(F)cc4)c3c2=O)c(C)c1	132
Clc1ccc2nc(N3N=C(c4ccccc4)CC3c3cn(-c4ccccc4)nc3-c3ccccc3)nc(-c3ccccc3)c2c1 (stereo not drawn)	0
N#C/C(=C\c1ccc(OCc2ccccc2)cc1)C(=O)Nc1cccnc1	64
Cc1ccccc1C(=O)Nc1ccc(OCC(O)CON=C2c3ccccc3-c3ccccc32)cc1 (stereo not drawn)	66
CC(Oc1ccc2c(c1)OCO2)C(=O)NCCOc1ccc(F)cc1 (stereo not drawn)	60
Cc1ccc(-n2c(C)cc(=O)cc2C)cc1	62
Cc1cc(C(=O)Nc2nnc(-c3ccc4c(c3)OCCO4)o2)n(C)n1	58
CC(Oc1ccc(F)cc1)C(=O)NCCCn1nc(-c2ccc(Cl)cc2)ccc1=O (stereo not drawn)	65
CC1CCC(C(C)C)C(OP(=O)(Nc2ccccc2)OC2CC(C)CCC2C(C)C)C1 (stereo not drawn)	59
CC(C)(C)c1cc(CCC(=O)NNC(=O)c2ccco2)cc(C(C)(C)C)c1O	62
COc1cc(Cl)c(C)cc1NC(=O)Cn1nc2ccc(SC(C)(C)C)nn2c1=O	68
CCOC(=O)c1ccc(NC(=O)Nc2nc3ccc(OC)cc3s2)cc1	53
CC(=O)C1=C(C)NC(=O)NC1c1ccco1 (stereo not drawn)	59
CCC(CC)C(=O)Nc1nnc(SCC(=O)Nc2ccc(Br)cc2)s1	61
COC(=O)c1ccc(CN(C(C)=O)C(=O)Nc2ccc(C(=O)OC)cc2C)cc1	52
CN1CCN(C(CNC(=O)C(=O)Nc2ccccc2Cl)c2ccc3c(c2)CCN3C)CC1 (stereo not drawn)	55
CCOC(=O)c1c(NC(=O)CSc2nnc(CSc3nc(N)c4c5c(sc4n3)CCC5)n2-c2ccccc2)sc(C)c1C	61

Later entries
SMILES	RMI FANCM FP
C[C@]12CCC3c4ccc(OC(=O)c5ccccc5)cc4CCC3C1CCC2=O (stereo partly drawn)	65
Cc1nc(-c2cccs2)sc1NC(=O)O/N=C(/N)c1ccc(Cl)cc1	60
Cc1[nH]ccc(=O)c1OCC(N)=O	51
O=C(Cn1ncn2nc(-c3ccccc3)cc2c1=O)NCc1ccco1	80
Cc1ccnc(NC(c2cccs2)c2ccc3cccnc3c2O)c1 (stereo not drawn)	57&61
O=C(Nc1ccccc1F)C1CCCN(c2ccc(-c3cccs3)nn2)C1 (stereo not drawn)	63
O=C(Cc1csc(Nc2ccc(F)cc2)n1)NCc1ccco1	65
CN1CCN(c2cc(OCCNS(=O)(=O)c3cccc(Cl)c3Cl)ncn2)CC1	62
O=C(NC1CC1)c1ccc(CSc2nc(-c3cccc(Br)c3)cs2)o1	80
CC(C)C(CNC(=O)Nc1cccc(F)c1)N1CCOCC1 (stereo not drawn)	55
CC(C)(C)C(=O)CN1C(=O)c2ccccc2C1=O	61
CS(=O)(=O)c1ccc(Nc2nc(CC(=O)Nc3ccc(Cl)cc3)cs2)cc1	66
COc1cc(C2c3cccn3CCN2C(=O)NCc2ccccc2)cc(OC)c1OC (stereo not drawn)	75
CC(=C(CCOP(=O)(O)O)SC(=O)c1ccccc1)N(C=O)Cc1cnc(C)nc1N	58
CCOC(=O)c1cnc2cc(C3CC3)[nH]n2c1=O	51
CC(CC(=O)Nc1ccc(Cl)cc1)C(Cl)(Cl)Cl (stereo not drawn)	55
Cc1ccccc1-c1ccc(N2CCN(C(=O)C(F)(F)F)CC2)nn1	69
Cc1ccc([N+](=O)[O-])cc1S(=O)(=O)Nc1ccc(-c2cn3cccc(C)c3n2)cc1	57
Cn1c(NCc2ccc(F)cc2)cc(=O)n(C)c1=O	56
Cc1nc(SCC(=O)NCc2ccco2)[nH]c(=O)c1C	56
O=C(Nc1nnc2n1CCS2)c1ccc(Cl)cc1Cl	55
O=C(c1cnc2ccccc2n1)N1CCN(c2ccc(C(F)(F)F)cn2)CC1	60
Cc1ccc(O)c(N=Nc2ccccc2)n1	55
O=C1CCCC2=Nc3nc(SCc4ccccc4Cl)[nH]c(=O)c3C(c3cccc(Br)c3)C12 (stereo not drawn)	76
CCN(CC)c1ccc(C=Nc2sc(C)c(C)c2C#N)cc1	68
O=C(NCC(O)CO)c1c(I)c(C(=O)NCC(O)CO)c(I)c(N(CCO)C(=O)CO)c1I (stereo not drawn)	39
O=C(CNC(=O)C12CC3CC(CC(C3)C1)C2)N/N=C/c1ccccn1	61
O=c1c2ccccc2c2ccccc2c(=O)n1-c1ccc2c(c1)OCO2	61
COc1cc(NS(=O)(=O)c2ccc(NC(=O)c3cc4cc([N+](=O)[O-])ccc4s3)cc2)ncn1	56
Cc1ccc(-c2csc3nc(SCC(=O)CCNc4ccccc4)n(-c4ccccc4)c(=O)c23)o1	93
O=C(Nc1cccc(-c2nc3ccccc3o2)c1)c1ccc(Br)o1	89
COc1cc(OC)cc(C(=O)NCC(c2ccsc2)N2CCCC2)c1 (stereo not drawn)	9*
Cc1ccc(C(=O)C(C)[n+]2ccc(N(C)C)cc2)cc1 (stereo not drawn)	70
O=C1/C(=C/c2ccccc2)CCCc2ccccc21	57
CS(=O)(=O)c1ccc(Nc2nc(CC(=O)Nc3ccc4c(c3)OCO4)cs2)cc1	62
O=C(Cc1cc(=O)[nH]c(SCc2ccc(F)cc2)n1)Nc1ccc2c(c1)OCCO2	58
O=C(O)CC12OC3C4C5CC(C6C5C3C61)C42 (stereo not drawn)	55
O=C(CCSc1nc2scc(-c3ccco3)c2c(=O)n1-c1ccccc1)Nc1nc(-c2ccccc2)ns1	80
CCC(OCC(O)CN1CCN(c2cccc(Cl)c2)CC1)c1ccccc1 (stereo not drawn)	57
COc1ccc(OC)c(S(=O)(=O)NCCCn2nc(-c3ccncc3)ccc2=O)c1	66
Fc1ccc(Oc2nnc(-c3ccccc3)c3ccccc23)cc1Cl	74
Nc1ccn([C@@H]2O[C@H](CO)[C@@H](O)C2O)c(=O)n1 (stereo partly drawn)	55&59
Cc1cc(=O)n2c(-c3cccc(NC(=O)c4ccc5ccccc5n4)c3)csc2n1	83
COCCN1CCC(CNS(=O)(=O)c2cc(C)c(C)cc2OC)CC1	72
COc1ccc(C2=NN(C(=O)c3ccco3)C(c3ccc4nccnc4c3)C2)cc1 (stereo not drawn)	61
COc1ccc(OC)c(COCC(O)CN2CCN(Cc3ccc4c(c3)OCO4)CC2)c1 (stereo not drawn)	66
COc1ccccc1-c1nc(SC/C=C/c2ccccc2)c2c(=O)n(C)c(=O)n(C)c2n1	56
CCOc1ccc(-c2noc(CS(=O)(=O)c3ccc(OC)c(Cl)c3)n2)cc1	68
Cc1ccccc1-n1c(=S)sc2c(=O)[nH]c(SCC(=O)NCc3ccco3)nc21	63
COc1ccc(C(=O)Nc2ccc(S(C)(=O)=O)cc2)cc1	64
CCn1c(C)nc2cc(C(=O)NNC(=O)NC3CCCCC3)ccc21	68
Cc1cccc2sc(NC(=O)C(=O)NCc3ccccn3)nc12	52
Nc1nc(Nc2ccccc2)n(-c2ccccc2)c(=O)n1	56
COC(=O)c1ccc(/C=C2\SC(=S)N(CCCC(=O)Nc3cccc(O)c3)C2=O)cc1	37
COc1cc2c(cc1OC)C(COc1ccc3c(C)cc(=O)oc3c1)N(C(=O)Cc1ccccc1)CC2 (stereo not drawn)	106
Cc1ccsc1/C=N\NC(=O)CNC(=O)c1cccc2ccccc12	62
Cc1cc(NC(=O)C(=O)NCCCN2CCN(c3ccccc3)CC2)no1	63
Nc1nc(N2CCCCC2)ncc1S(=O)(=O)c1ccc(Cl)cc1	50
Cc1ccc(-n2ncc3c(N4CCN(c5ccccc5F)CC4)ncnc32)c(C)c1	64
COCC(=O)Nc1ccc2c(c1)CN(S(=O)(=O)c1ccc(C)cc1)CC2	67

(listing goes on)
SMILES	RMI FANCM FP
Cc1ccc(C(=O)Nc2ccc(-c3ccc4nnc(-c5ccncc5)n4n3)cc2)cc1C	70
O=C(NCCn1nc(-c2cccs2)ccc1=O)NC1CCCCC1	70
O=C(Nc1cccnc1Sc1ccc(Cl)cc1)C1CC1	55
CN(C)S(=O)(=O)n1nnc2ccccc21	60
COc1ccc(NC(=O)CSc2nnc(C)c3ccccc23)c(OC)c1	64
COc1ccccc1Oc1coc2c3c(ccc2c1=O)OCN(C1CCS(=O)(=O)C1)C3 (stereo not drawn)	61&57

Compounds from the list above that contain a thiophene ring, fused or not:
SMILES	RMI FANCM FP
CN(C)/C=C/C(=O)c1ccc(-c2cccs2)s1	63
Cc1ccsc1CNS(=O)(=O)c1ccccc1	58
O=c1nc2scc(CSc3ccccc3)n2c2sc3c(c12)CCCC3	63
COc1cccc(CNC(=O)C(=O)NCc2cccs2)c1	57
O=C(Nc1cccc(-c2ccc3nnc(-c4cccs4)n3n2)c1)c1ccccc1Cl	69
CCOC(=O)c1c(NC(=O)CSc2nnc(CSc3nc(N)c4c5c(sc4n3)CCC5)n2-c2ccccc2)sc(C)c1C	61
Cc1nc(-c2cccs2)sc1NC(=O)O/N=C(/N)c1ccc(Cl)cc1	60
Cc1ccnc(NC(c2cccs2)c2ccc3cccnc3c2O)c1 (stereo not drawn)	57&61
O=C(Nc1ccccc1F)C1CCCN(c2ccc(-c3cccs3)nn2)C1 (stereo not drawn)	63
CCN(CC)c1ccc(C=Nc2sc(C)c(C)c2C#N)cc1	68
COc1cc(NS(=O)(=O)c2ccc(NC(=O)c3cc4cc([N+](=O)[O-])ccc4s3)cc2)ncn1	56
Cc1ccc(-c2csc3nc(SCC(=O)CCNc4ccccc4)n(-c4ccccc4)c(=O)c23)o1	93
COc1cc(OC)cc(C(=O)NCC(c2ccsc2)N2CCCC2)c1 (stereo not drawn)	9*
O=C(CCSc1nc2scc(-c3ccco3)c2c(=O)n1-c1ccccc1)Nc1nc(-c2ccccc2)ns1	80
Cc1ccsc1/C=N\NC(=O)CNC(=O)c1cccc2ccccc12	62
O=C(NCCn1nc(-c2cccs2)ccc1=O)NC1CCCCC1	70
